MCF10A rereplic: A quantitative high throughput screen for small molecules that induce DNA re-replication in MCF 10a normal breast cells | MCF 10A DNA re-replication, Hoechst nuclear intensity, 48 h | Potency, µM (highest dose often 46.1 µM), for inactives: top-dose activity, positive = re-replication, usual class: activators | hit rate 2.9% among 350,000; also: potency is read from the fitted curve at half-maximal effect; % of control where 0% means no effect; nearly all actives have a fitted effect of over 50% in size
HT1080-NT tox: qHTS for induction of synthetic lethality in tumor cells producing 2HG: qHTS for the HT-1080-NT fibrosarcoma cell line. AID 686970, 2013. HT-1080-NT fibrosarcoma viability, CellTiter-Glo ATP luminescence, 48 h. Potency, µM (series often up to 46.1 µM), without a hit: at the highest dose activity, negative = less viability, most hits filed as cytotoxic. hit rate 1.6% among 360,000;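 also: NT is the 2HG producing partner of a matched IDH1 knockdown line; potency is read from the fitted curve at half-maximal effect; 0% = DMSO-treated cells and -100% = media-only wells without cells; nearly all actives have a fitted effect of over 55% in size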
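A 48-hour cytotoxicity screen used HT-1080-NT cells plated 2 hours before compound delivery. ATP-based CellTiter-Glo luminescence measured viability, normalized to DMSO and no-cell controls.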
KB-3-1 cytotox: qHTS assay for MDR1-selective chemotherapeutics: Primary screen using the parental adenocarcinoma cell KB-3-1. KB-3-1 viability, CellTiter-Glo ATP luminescence, 72 h. Potency, µM (doses to about 46.1 µM), inactives show at the top dose activity change, negative = cytotoxic, most hits filed as cytotoxic. hit rate 1.4% among 400,000; also: potency is read from the fitted curve at half-maximal effect; % is scaled to controls: 0 for no effect and ±100 for the full control effect; nearly all actives have a fitted effect of over 60% in size
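72 h, 37 °C compound treatment of KB-3-1 parental cells; CellTiter-Glo added, 10 min, luminescence read. Data corrected against DMSO-only plates and normalized before curve fitting.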
ATXN2 expr inh: Primary qHTS for Inhibitors of ATXN expression; HEK-293 ATXN2-luciferase reporter, luminescence, 24 h; Potency, µM (highest dose often 57 µM), inactives show at the highest dose activity change, negative = inhibition, most hits filed as inhibitors; hit rate 0.72% among 360,000; AID 1745845, 2022; also: potency is read from the fitted curve at half-maximal effect; % is scaled to controls: 0 for no effect and ±100 for the full control effect; nearly all actives have a fitted effect of over 55% in size
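qHTS (up to 57 uM final) was run with 24 h compound exposure of reporter cells at 37 °C. Each well was multiplexed: SteadyGlo luminescence measured ATXN2-luciferase expression after a fluorogenic Gly-Phe-AFC viability readout (25 uM final).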
WRN inhibitor: qHTS for Inhibitors of WRN Helicase. Bifunctional 3'-5' exonuclease/ATP-dependent helicase WRN (Homo sapiens), Q14191. WRN helicase unwinding, fluorescent forked duplex, kinetic. Potency, µM (highest dose often 114 µM), for inactives: at the highest dose activity change, negative = inhibition, hits mostly inhibitors. hit rate 0.46% among 360,000. AID 651768, 2012; also: potency is read from the fitted curve at half-maximal effect; % is scaled to controls: 0 for no effect and ±100 for the full control effect; nearly all actives have a fitted effect of over 55% in size
Target sequence (Q14191 whole entry, looked up): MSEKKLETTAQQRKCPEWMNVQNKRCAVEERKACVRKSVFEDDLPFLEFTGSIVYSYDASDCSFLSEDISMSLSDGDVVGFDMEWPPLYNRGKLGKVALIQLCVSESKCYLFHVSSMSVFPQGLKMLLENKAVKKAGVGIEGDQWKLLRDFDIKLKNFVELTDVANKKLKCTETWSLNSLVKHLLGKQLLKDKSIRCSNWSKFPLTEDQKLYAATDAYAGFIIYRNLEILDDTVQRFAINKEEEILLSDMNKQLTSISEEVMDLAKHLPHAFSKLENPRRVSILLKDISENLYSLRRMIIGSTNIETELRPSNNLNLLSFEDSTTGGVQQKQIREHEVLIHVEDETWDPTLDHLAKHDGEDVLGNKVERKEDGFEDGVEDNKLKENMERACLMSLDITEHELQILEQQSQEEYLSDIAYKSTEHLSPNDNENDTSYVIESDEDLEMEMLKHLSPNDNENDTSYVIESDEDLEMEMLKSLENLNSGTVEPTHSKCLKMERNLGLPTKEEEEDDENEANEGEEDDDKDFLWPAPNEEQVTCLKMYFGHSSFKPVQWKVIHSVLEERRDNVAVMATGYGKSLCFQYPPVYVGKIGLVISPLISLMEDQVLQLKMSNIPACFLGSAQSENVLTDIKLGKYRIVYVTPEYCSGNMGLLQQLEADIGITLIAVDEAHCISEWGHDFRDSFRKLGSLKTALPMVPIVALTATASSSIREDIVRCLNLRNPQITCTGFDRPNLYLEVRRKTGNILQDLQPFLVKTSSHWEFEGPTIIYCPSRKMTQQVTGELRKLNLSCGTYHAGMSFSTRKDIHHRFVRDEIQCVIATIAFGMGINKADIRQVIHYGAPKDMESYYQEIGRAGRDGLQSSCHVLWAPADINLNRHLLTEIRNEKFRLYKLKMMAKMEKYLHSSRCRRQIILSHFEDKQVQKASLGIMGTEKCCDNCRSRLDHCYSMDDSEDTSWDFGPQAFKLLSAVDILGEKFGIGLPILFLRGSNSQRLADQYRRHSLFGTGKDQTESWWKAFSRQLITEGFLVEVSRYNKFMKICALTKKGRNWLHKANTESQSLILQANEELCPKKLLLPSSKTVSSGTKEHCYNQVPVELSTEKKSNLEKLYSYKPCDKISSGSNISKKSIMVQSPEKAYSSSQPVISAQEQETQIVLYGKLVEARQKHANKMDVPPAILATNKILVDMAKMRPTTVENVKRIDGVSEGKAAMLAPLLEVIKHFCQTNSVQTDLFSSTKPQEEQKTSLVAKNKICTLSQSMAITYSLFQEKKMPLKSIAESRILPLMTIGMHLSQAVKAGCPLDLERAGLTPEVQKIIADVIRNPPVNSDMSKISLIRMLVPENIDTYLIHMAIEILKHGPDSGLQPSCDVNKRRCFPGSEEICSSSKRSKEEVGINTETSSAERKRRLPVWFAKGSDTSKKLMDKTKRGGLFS
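WRN at 20 nM final was preincubated with compound for 15 min at room temperature; reaction started with 100 nM forked duplex oligonucleotide carrying fluorophore and quencher plus 2 mM ATP (final). Unwinding followed kinetically by red fluorescence (ex 525/em 598 nm).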
HT1080 IDH1KD tx: qHTS for induction of synthetic lethality in tumor cells producing 2HG: qHTS for the HT-1080-IDH1KD cell line; HT-1080 IDH1 knockdown viability, ATP luminescence, 48 h; Potency, µM (titrated, usually from 46.1 µM), for inactives: top-dose activity, negative = toxicity, hits mostly cytotoxic; hit rate 2% among 360,000; AID 686971, 2013;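 also: potency is read from the fitted curve at half-maximal effect; 0% = DMSO wells and -100% = cell-free medium wells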
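Knockdown cells (IDH1KD HT-1080) received compounds 2 h after plating at 750 cells/well and were kept 48 h at 37 °C in 5% FBS RPMI. A CellTiter-Glo luminescence read gave % activity for curve fitting.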
KB-V1 MDR tox: qHTS assay for MDR1-selective chemotherapeutics: Primary screen using the drug-selected MDR subline cells KB-V1. hit rate 3.4% among 400,000. KB-V1 MDR cells viability, CellTiter-Glo, 72 h. Potency, µM (highest dose often 46.1 µM), for inactives: top-dose activity change, negative = cytotoxicity, hits mostly cytotoxic. AID 1347076, 2019; also: potency is read from the fitted curve at half-maximal effect; % is scaled to controls: 0 for no effect and ±100 for the full control effect; nearly all actives have a fitted effect of over 60% in size
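Readout: CellTiter-Glo luminescence, 10 min after addition. Cells: KB-V1 MDR subline, 72 h at 37 degrees C with compound. Analysis: corrected, normalized data fitted to concentration-effect curves.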
IL-1B inflam inh: qHTS for Inhibitors of Inflammasome Signaling: IL-1-beta AlphaLISA Primary Screen; THP-1 LPS/ATP IL-1B secretion, AlphaLISA, 16 h; stronger effect = lower value; activity change, % at 57.5 µM; hit rate 4.7% among 360,000; in the data active = activity change below about -50%; inconclusive = mostly about -30% to -49%; also: % is scaled to controls: 0 for no effect and ±100 for the full control effect
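Secreted IL-1B measured by AlphaLISA bead assay after 16 h compound exposure of THP-1 cells; compounds (final up to 57.5 uM) added 1 h before LPS (250 ng/mL) and ATP (1.25 mM) stimulation; lower signal means less secretion.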
SW480 rereplic: A quantitative high throughput screen for small molecules that induce DNA re-replication in SW480 colon adenocarcinoma cells; SW480 DNA re-replication, Hoechst DNA content imaging, 48 h; Potency, µM (top dose mostly 46.1 µM), inactives show top-dose re-replication activation, actives largely listed as activators; hit rate 1.8% among 340,000; AID 624297, 2012; also: potency is read from the fitted curve at half-maximal effect; % of control where 0% means no effect; nearly all actives have a fitted effect of over 55% in size
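Image-based read-out: total Hoechst fluorescence of nuclei (405 nm excitation, 500-530 nm emission), with hits raising the fraction of high-intensity nuclei. SW480 colon cells incubated 48 hr with compounds at 37 C.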
An asterisk follows results filed as active; ? = inconclusive; nt = not tested or not shown; & = joins results of further samples; [ ] = dose if it differs, or a comment. Unless noted, calls follow the shape of the dose curve; as a rule, active = well fitted curve in the direction sought with a large enough effect; inconclusive = small, poorly fitted or top-dose-only effect, or another doubt; inactive = no such curve, though single readings can be large; an effect the other way counts as inactive or inconclusive. Rows were taken by chance, and some 12% of all compounds hit somewhere here.

Below each compound – MCF10A rereplic	HT1080-NT tox	KB-3-1 cytotox	ATXN2 expr inh	WRN inhibitor	HT1080 IDH1KD tx	KB-V1 MDR tox	IL-1B inflam inh	SW480 rereplic
- CN1CCN(c2cc(-c3cccc(C(=O)O)c3)nc3ccnn23)CC1
    nt	?	0%	14%	6%	29%	3%	0	nt
- NC(Cc1ccc(Cl)cc1)c1csc(NC(=O)Nc2ccccc2-c2ccccc2)n1 (centres undefined)
    nt	?	?	?	2%[57.1 µM]	?	?	?	nt
- CCCCNC(=O)c1nn2c(C(F)(F)F)cc(-c3ccccc3)nc2c1Br
    1%	19%	0%	-6%	-2%	6%	-23%	-5	-2%
- Cc1cccc(C(=O)Nc2nnc(S(=O)(=O)N3CCOCC3)s2)c1
    -1%	-4%	-14%&18%	16%	-1%	-5%	-9%&20%	-27	12%
- O=C1C(c2ccccc2)c2ccccc2N1Cc1ccccc1 (centres undefined)
    -1%	25%	-6%	0%	-21%	26%	-14%	-13	1%
- Cc1cc(OC2CCCCC2)nc(-c2ccccc2O)n1
    21µM*	1%	3%	-2%	7%	1%	11%	45	10%
- CN(C)S(=O)(=O)c1cccc(NC(=S)N(CCC#N)Cc2cccnc2)c1
    -4%	0%	8%	-10%	1%	-1%	19%	14	-2%
- CN(Cc1ccccc1)S(=O)(=O)c1ccc(Cl)c(C(=O)N2CCC2)c1
    18%	-3%	-19%	-7%	-1%	-1%	16µM*	0	2%
- Cc1cc(NC(=O)COc2ccc(Cl)cc2Cl)n(-c2ccccc2)n1
    2%	-11%	-13%	-17%	1%	-9%	?	-16	-7%
- Cc1ccc(NC2=CC(=O)CC(C)(C)C2)cc1Cl
    ?	?	1%	-1%	-4%	?	-8%	21	?
- N#CC1=C(N)Oc2c(oc(CO)cc2=O)C12C(=O)Nc1ccc(Cl)cc12 (centres undefined)
    5%	-1%	18%	5%	-2%	-2%	8%	7	1%
- FC(F)Sc1ccc(Nc2ncnc3nc[nH]c23)cc1
    ?	-10%	-10%	-6%	-3%	?	-24%	-9	-3%
- O=C(NCCc1ccc(Cl)cc1)C1CCN(c2ncccn2)CC1
    -4%	-12%	5%	-21%	11%	6%	-19%	-10	0%
- CCCCn1c(O)c2n(c1=O)Cc1ccccc1N=C2c1ccccc1
    nt	0%	0%	-11%	-4%	0%	-11%	3	nt
- CC1CCN(C(=O)COC(=O)CNC(=O)c2ccccc2F)CC1
    1%	-23%	19%	-3%	-13%	-7%	-4%	7	4%

Sorted by number of heavy atoms (falling): 3 of the compounds above.
Below each compound – MCF10A rereplic	HT1080-NT tox	KB-3-1 cytotox	ATXN2 expr inh	WRN inhibitor	HT1080 IDH1KD tx	KB-V1 MDR tox	IL-1B inflam inh	SW480 rereplic
- CN(C)S(=O)(=O)c1cccc(NC(=S)N(CCC#N)Cc2cccnc2)c1
    -4%	0%	8%	-10%	1%	-1%	19%	14	-2%
- Cc1cccc(C(=O)Nc2nnc(S(=O)(=O)N3CCOCC3)s2)c1
    -1%	-4%	-14%&18%	16%	-1%	-5%	-9%&20%	-27	12%
- FC(F)Sc1ccc(Nc2ncnc3nc[nH]c23)cc1
    ?	-10%	-10%	-6%	-3%	?	-24%	-9	-3%

(more compounds)
Below each compound – MCF10A rereplic	HT1080-NT tox	KB-3-1 cytotox	ATXN2 expr inh	WRN inhibitor	HT1080 IDH1KD tx	KB-V1 MDR tox	IL-1B inflam inh	SW480 rereplic
- O=c1[nH]c(Nc2ccccc2)cc2cc(Br)ccc12
    ?	-12%	-15%	-32%	-8%[57.1 µM]	-23%	?	36	?
- Cc1ccc(S(=O)(=O)NNC(=O)Nc2cccc3ccccc23)cc1
    0%	1%	22%	5%	5%	12%	?	9	-11%
- Cc1nc2c3ccccc3nc(NNC(=O)CCC(=O)N3CCCC(C)C3)n2n1 (centres undefined)
    0%	0%	2%	nt	-3%	-1%	0%	2	-6%
- CCn1c(C2CCN(Cc3ccccc3)CC2)n[nH]c1=S
    8%	-2%	2%	-11%	?	-3%	-16%	-10	2%
- COc1ccc(CN2CCc3ccccc3C2)c(OC)c1OC
    4%	7%	-5%	-13%	4%	0%	0%	0	-5%
- CCCCN(C)CCCN1C(=O)C2C(C(=O)Nc3cccc(OC)c3)C3C=CC2(O3)C1C(=O)NC1CCCCC1C (centres undefined)
    16%	-2%	1%	-4%	-9%	-18%	0%	-26	-1%
- c1ccc2c(c1)ncn2CCOCCOCCn1cnc2ccccc21
    5%	-1%	-8%	1%	-5%	-7%	-2%	23	2%
- CCc1ccc(-c2nn[nH]n2)cc1
    -2%	4%	5%	-1%	4%	3%	0%	16	-3%
- CC(Sc1nc2ncc(Cl)cc2[nH]1)C(=O)NC1(C#N)CCCCC1 (centres undefined)
    1%	-2%	-14%	nt	-4%	-13%	1%	-29	-11%
- O=C(CCN1CCCCC1)c1ccccc1
    ?	10%	-1%	16%	-13%	3%	17%	-4	?
- COc1ccc(S(=O)(=O)NCc2ccncc2)cc1NC(=O)c1ccc(Cl)cc1
    1%	-20%	-17%	?	-8%	-4%	0%	-67*	-344%
- Cc1cc(=O)[nH]c(N/N=C/c2ccc(N(C)C)cc2)n1
    12%	2%	0%	17%	-16%	-3%	-9%	-5	4%
- Cc1cc(C)c(S(=O)(=O)Nc2ccc(Cl)cn2)c(C)c1
    3%	-8%	-1%	-14%	6%	-3%	-10%	2	-2%
- CN(C(=O)CSc1ccc2c(c1)OCCO2)c1ccccc1
    -1%	-1%	1%	nt	18%	0%	-19%	-3	5%
- O=C(CC(C(=O)NCc1ccccc1)c1nc2ccccc2c(=O)[nH]1)NCc1ccccc1 (centres undefined)
    9%	-4%	-5%	nt	-3%	-7%	?	10	129%

Record cards, as listed above. Order of values: MCF10A rereplic	HT1080-NT tox	KB-3-1 cytotox	ATXN2 expr inh	WRN inhibitor	HT1080 IDH1KD tx	KB-V1 MDR tox	IL-1B inflam inh	SW480 rereplic
O=C(CCN1CCCCC1)c1ccccc1 is listed with ?	10%	-1%	16%	-13%	3%	17%	-4	?
CC(Sc1nc2ncc(Cl)cc2[nH]1)C(=O)NC1(C#N)CCCCC1 (centres undefined) is listed with 1%	-2%	-14%	nt	-4%	-13%	1%	-29	-11%

Next part.
Below each compound – MCF10A rereplic	HT1080-NT tox	KB-3-1 cytotox	ATXN2 expr inh	WRN inhibitor	HT1080 IDH1KD tx	KB-V1 MDR tox	IL-1B inflam inh	SW480 rereplic
- Oc1ccc(-c2csc(Nc3ccccn3)n2)c(O)c1
    ?	?	-17%	nt	-1%	?	-11%	-4	-2%
- COc1ccccc1NC(=O)c1cc(-c2cc(OC)c(OC)c(OC)c2)nc2ccccc12
    ?	-12%	-25%	-15%	-3%	-7%	?	-3	nt
- COc1cccc(N(CC(=O)Nc2ccc3c(c2)OCO3)S(=O)(=O)c2ccccc2)c1
    9%	-13%	-1%	0%	-5%	-10%	16µM*	?	16%
- COc1ccccc1OCC(O)CN1CCOCC1 (centres undefined)
    5%	25%	-4%	-4%	-16%	27%	35%	6	0%[9.22 µM]
- CC(=O)NC(Cc1ccccc1)C(=O)NC1CCN(C(=O)c2ccc([N+](=O)[O-])cc2)CC1 (centres undefined)
    ?	0%	23%	-1%	4%	-1%	-2%	0	-7%
- Cc1sc2ncn(CC(=O)NCCCC(=O)NCc3ccc(F)cc3)c(=O)c2c1C
    -12%	-11%	30%	5%	-6%	-1%	11%	40	7%
- O=C(CSc1nnc(CNC(=O)C23CC4CC(CC(C4)C2)C3)n1-c1ccccc1)Nc1ccc(F)cc1
    21%	-18%	-2%	1%	-32%[57.1 µM]	-26%	-4%	-28	-1%
- Cc1noc(/C=C/c2ccco2)c1S(=O)(=O)N1CCC(C(=O)N(C)Cc2ccccc2)CC1
    ?	-8%	-2%	-15%	-12%	-8%	-28%	?	8%
- Cc1nc2ccc(S(=O)(=O)NC(C(=O)N3CCn4c3nc3ccccc34)C(C)C)cc2s1 (centres undefined)
    1%	4%	-9%	9%	-4%	-4%	-13%	25	-2%
- COc1ccccc1C(=O)Nc1sc(C(=O)N2CCCC2)c(C)c1C#N
    -10%	17%	-2%	0%	5%	10%	0%	-5	-19%
- COc1ccc(C(C)(O)c2nc(-c3ccccc3)cs2)cc1 (centres undefined)
    nt	?	?	-7%	-5%	16µM*	?	37	nt
- Cc1ccc(CNC(=O)CCc2nc3ccccc3c(=O)[nH]2)cc1
    0%	4%	3%	-2%	3%	1%	2%	31	4%
- O=C(Nc1ccccc1C(=O)NCCc1ccccc1)c1ccco1
    ?	-2%	20%	11%	-4%	-5%[9.24 µM]	?	2	-5%
- FC(F)(F)c1cc(-c2ccccc2)nc(N2CCCCC2)n1
    ?	-1%	-1%	-3%	7%	-3%[9.24 µM]	-6%	15	-13%

High-throughput results as filed in PubChem.
